p53ts 39C tox: qHTS Screen for Compounds that Selectively Target Cancer Cells with p53 Mutations: Cytotoxicity of p53ts Cells at the Nonpermissive Temperature; 130,000 compounds, 1.5% hits; H1299-p53A138V viability at 39C, ATP luminescence, 24 h; Potency, µM (series often up to 46.1 µM), for inactives: at the highest dose activity change, negative = cell killing, most hits filed as cytotoxic; also: nearly all actives have a fitted effect of over 55% in size
IkB signaling: IkB Signaling; ABC-DLBCL IkBa-CBG/CBR dual luciferase ratio, 4 h; response scale: scaled: untreated 0%, proteasome inhibitor 100%; AID 445, 2006; Potency, µM (doses to about 57.1 µM), inactives show top-dose IkBa stabilization activation; 110,000 compounds, 0.04% hits; active = well fitted curve in the direction sought with a large enough effect in the signal ratio, not every such curve was filed as active; inconclusive = small, poorly fitted or top-dose-only effect, or a change in a side signal; the % refers to the signal ratio;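 also: the direction sought is a rising ratio; 0% = basal untreated cells and 100% = reference inhibitor full response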
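Curves were fitted separately to fusion (green), unfused (red) and ratio luminescence, then classed by r2, magnitude and activity. Cells: OCI-Ly3, 4 h compound plus doxycycline at 37C; 10 uM MG-132 defined full response.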
Imprint erasure: qHTS Assay for Compounds that Induce Erasure of Genomic Imprints; 110,000 compounds, 0.02% hits; mouse ES Peg3-LacZ reporter, beta-gal luminescence, 40 h; AID 1948, 2009; Potency, µM (top dose mostly 60.7 µM), inactives show at the highest dose activity change, positive = activation, actives largely listed as activators;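 also: 0% = negative control wells on the plate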
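Imprint erasure is scored as LacZ activity from the silenced maternal Peg3 allele in feeder-free female ES cells cultured 40 h with LIF. Luminescence is normalized to in-plate negative controls and fitted to the Hill equation.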
p53ts 32C kill: qHTS Screen for Compounds that Selectively Target Cancer Cells with p53 Mutations: Cytotoxicity of p53ts Cells at the Permissive Temperature; AID 924, 2007; H1299-p53A138V at 32C, ATP luminescence viability, 24 h; Potency, µM (series often up to 46.1 µM), for the others: at the top dose activity change, negative = cytotoxicity, most hits filed as cytotoxic; 130,000 compounds, 0.93% hits;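 also: 0% = DMSO and -100% = full killing by reference compound; nearly all actives have a fitted effect of over 55% in size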
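H1299-p53 A138V cells (temperature-sensitive p53) exposed 24 h to up to 46 uM compound at 32C, where p53 is wild-type in conformation. Viability read as ATP luminescence and normalised to DMSO and 100 uM tamoxifen. AC50 fitted with the Hill equation.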
Starred values were filed as active, the others as inactive; ? = inconclusive; nt = no result given; [ ] = another dose, or the depositor's remark. Unless noted, calls follow the shape of the dose curve; as a rule, active = well fitted curve in the direction sought with a large enough effect; inconclusive = small, poorly fitted or top-dose-only effect, or another doubt; inactive = no such curve, though single readings can be large; an effect the other way counts as inactive or inconclusive. Unless noted, % is scaled to controls: 0 for no effect and ±100 for the full control effect; potency is read from the fitted curve at half-maximal effect.

Labels used below – A = p53ts 39C tox; B = IkB signaling; C = Imprint erasure; D = p53ts 32C kill
Cc1ccc2nc(NC3=NCN(Cc4cccnc4)CN3)nc(C)c2c1
  A = -8%	B = -1.2%	C = -26%	D = -7%

Cc1cccc(NC(=O)N2CC(=O)Nc3sc4c(c3C2c2ccccc2)CCCC4)c1C (stereo not drawn)
  A = -12%	B = ?	C = -10%[10.9 µM]	D = 4%

COc1ccc(CNC(=O)C2CC(c3ccc(F)cc3)=NO2)cc1 (stereo not drawn)
  A = 1%	B = 1.3%	C = -2%	D = 5%

Cc1ccc(-c2nn(CC(=O)O)c(=O)c3ccccc23)cc1
  A = -1%	B = -1.2%	C = 17%	D = -18%

CCC(=O)N1CCc2cc(S(=O)(=O)NC(CC(C)C)C(=O)NCc3ccc(F)cc3)ccc21 (stereo not drawn)
  A = 18%	B = 0.4%	C = 11%[10.9 µM]	D = 18%

CCCn1c2c(c(O)c(C(=O)Nc3ccc(OC)cc3)c1=O)CCCC2
  A = -4%	B = 2.2%	C = nt	D = 15%

O=C(c1ccncc1)N1CCC2(CCCN(C(c3ccccc3)c3ccccc3)C2)CC1
  A = -7%	B = 0.5%[11.4 µM]	C = nt	D = -8%

O=C(Nc1cccnc1)/C(N=Nc1cccnc1)=C(\O)c1ccccc1
  A = 5%	B = nt	C = nt	D = -3%

Cc1ccc(S(=O)(=O)N(C)CC(=O)OCc2nnc(-c3ccccc3)o2)cc1
  A = 1%	B = 2.8%	C = 7%	D = -3%

CCN(CCCNC(=O)CCNC(=O)Cn1ccc2ccccc2c1=O)c1ccccc1
  A = -6%	B = 0.3%	C = -2%	D = 9%

CCOC(=O)c1ccc(Nc2cc(C)nc3ncnn23)cc1
  A = 0%	B = 6.8%	C = ?	D = 5%

CC(=O)Nc1ccc(NS(=O)(=O)C(F)(F)F)cc1
  A = 5%	B = 0.6%	C = 21%	D = 16%

CCN(CC)CCCN1C(=O)C(O)=C(C(=O)c2sc(C)nc2C)C1c1ccc(C)o1 (stereo not drawn)
  A = 9%	B = -0.3%	C = -17%	D = 5%

CCSc1nnc(NC(=O)C(C)(C)C)s1
  A = -7%	B = -1.2%	C = -7%	D = -14%

Cn1ccnc1
  A = 8%	B = 6.0%	C = 0%	D = 16%

Remaining list, next part
Labels used below – A = p53ts 39C tox; B = IkB signaling; C = Imprint erasure; D = p53ts 32C kill
Cc1ccc(-c2nnn(CC(=O)NCCC3=CCCCC3)n2)cc1
  A = -13%	B = nt	C = nt	D = -13%

Cc1cc(N2CCC(C(=O)Nc3ccc(Cl)cc3)CC2)n2nc(C)c(-c3ccc(Cl)cc3)c2n1
  A = -5%	B = 0.4%	C = -4%[10.9 µM]	D = 12%

COc1ccc(Cl)cc1NC(=O)c1cnc2sccn2c1=O
  A = 11%	B = -2.4%	C = -3%	D = -13%

Cc1ccc(C)c(OCC(=O)Nc2cc(C)on2)c1
  A = 2%	B = -1.8%	C = 9%	D = -3%

CCOc1ccc(CN2CCN(Cc3ccc4c(c3)c3ccccc3n4CC)CC2)cc1
  A = ?	B = ?	C = -19%[10.9 µM]	D = -10%

COc1ccc(C(=O)N(Cc2cc(OC)c(OC)c(OC)c2)C2CCS(=O)(=O)C2)cc1Cl (stereo not drawn)
  A = 16%	B = -1.3%	C = -7%[10.9 µM]	D = -2%

Cc1cccc(C(=O)Nc2nc(-c3nnn(-c4cc(F)ccc4F)c3C)ns2)c1
  A = -49%	B = 0.0%	C = 7%[10.9 µM]	D = -18%

CCCCn1nnc(NC(=O)COc2cc(C)ccc2C(C)C)n1
  A = -6%	B = ?	C = -12%	D = -2%

CC(C)COC(=O)Nc1ccccc1C(=O)N1CCOCC1
  A = 8%	B = -3.6%	C = ?	D = 9%

CCOC(=O)C1CCN(C(=O)CN(Cc2ccc(Cl)cc2)S(C)(=O)=O)CC1
  A = 11%	B = -4.4%	C = -14%	D = 4%

COc1ccccc1OCC(=O)Nc1ccc(S(=O)(=O)NC(C)=O)cc1
  A = -2%	B = -1.5%	C = -11%	D = -7%

CCOC(=O)NC1(C(F)(F)F)C(=O)NC(C)=C1C(=O)OC (stereo not drawn)
  A = -3%	B = 3.4%	C = 3%	D = 0%

CCOC(=O)C1CCCN(C(=O)c2ccc(CS(=O)(=O)Cc3ccccc3C)o2)C1 (stereo not drawn)
  A = 11%	B = 0.7%	C = -1%	D = 1%

COc1cc2nc(NCCC(C)C)n3nc(-c4ccccc4)nc3c2cc1OC
  A = -4%	B = ?	C = ?	D = 2%

Cc1ccc(CNC(=O)c2oc3ccc(S(=O)(=O)N4CCC(C)CC4)cc3c2C)cc1
  A = -17%	B = ?	C = -14%[10.9 µM]	D = 10%

Following part
Labels used below – A = p53ts 39C tox; B = IkB signaling; C = Imprint erasure; D = p53ts 32C kill
O=c1nc(NC2CCCC2)ccn1Cc1cccc(Br)c1
  A = 6%	B = 1.5%	C = -19%	D = 6%

C=CCc1ccccc1OC[C@H](O)CNC(C)C
  A = 7%[20.6 µM]	B = 0.3%[25.6 µM]	C = -19%[16.8 µM]	D = 4%[20.6 µM]

O=C(c1ccccc1)n1nc(-c2ccccc2)nc1NCc1ccc(F)cc1
  A = -8%	B = 1.4%	C = -4%[10.9 µM]	D = -3%

CCOc1ccc(NC(=O)Cn2c(=O)n(CC3CCC(C(=O)NCCc4ccccc4)CC3)c(=O)c3ccccc32)cc1 (stereo not drawn)
  A = -26%	B = ?	C = 6%[10.9 µM]	D = 5%

CCOc1cc(S(=O)(=O)Nc2ccccn2)ccc1F
  A = 2%	B = 0.8%	C = -3%	D = -1%

COCCCNC(=O)CN1C(=O)CSc2ncccc21
  A = 1%	B = -0.1%	C = -10%	D = 23%

CCCC(=O)Nc1ccc(NC(=O)c2sc3ccccc3c2Cl)cc1
  A = -20%	B = 1.5%	C = -17%[10.9 µM]	D = -3%

Cc1ccc(NC(=O)CSc2nc3ccccc3c(=O)n2CCC(=O)NC2CCCCC2)cc1C
  A = 7%	B = ?	C = -7%[10.9 µM]	D = -3%

Cc1ccc(C(=O)NC2CCN(C(=O)N3CCOCC3)CC2)cc1
  A = 0%	B = 1.0%	C = 3%	D = 2%

COc1cc(S(=O)(=O)N2CCCCC2)ccc1NC(=O)c1ccc(F)cc1
  A = -19%	B = -0.1%	C = 3%	D = 0%

CCOC(=O)N1CCC(NC(=O)Cc2cn(C)c3ccccc23)CC1
  A = 5%	B = 1.0%	C = 6%	D = -5%

Cc1cn2c(=O)c(S(=O)(=O)Nc3ccc(N4CCOCC4)cc3)c(C)nc2s1
  A = 15%	B = -1.6%	C = -10%[10.9 µM]	D = -3%

CCOc1ccc(CCNc2nc3c(-c4ccc(C)cc4)nnn3c3ccccc23)cc1OCC
  A = -10%	B = 3.0%	C = ?	D = -7%

O=C(NCc1ccccc1Cl)c1cnc2sc(N3CCOCC3)nn2c1=O
  A = 29%	B = -2.3%	C = 19%[10.9 µM]	D = 2%

COc1cc2c(cc1OC)CN(Cc1cc(=O)n3cc(C)ccc3n1)CC2
  A = 5%	B = -0.2%	C = -7%	D = 7%

4 neighbouring compounds from above, quoted:
Labels used below – A = p53ts 39C tox; B = IkB signaling; C = Imprint erasure; D = p53ts 32C kill
O=c1nc(NC2CCCC2)ccn1Cc1cccc(Br)c1
  A = 6%	B = 1.5%	C = -19%	D = 6%

C=CCc1ccccc1OC[C@H](O)CNC(C)C
  A = 7%[20.6 µM]	B = 0.3%[25.6 µM]	C = -19%[16.8 µM]	D = 4%[20.6 µM]

O=C(c1ccccc1)n1nc(-c2ccccc2)nc1NCc1ccc(F)cc1
  A = -8%	B = 1.4%	C = -4%[10.9 µM]	D = -3%

CCOc1ccc(NC(=O)Cn2c(=O)n(CC3CCC(C(=O)NCCc4ccccc4)CC3)c(=O)c3ccccc32)cc1 (stereo not drawn)
  A = -26%	B = ?	C = 6%[10.9 µM]	D = 5%

Carrying on:
Labels used below – A = p53ts 39C tox; B = IkB signaling; C = Imprint erasure; D = p53ts 32C kill
CN(CCCNC(=O)C1CCC(=O)N1Cc1ccc(F)cc1)c1ccccc1 (stereo not drawn)
  A = -4%	B = 0.9%	C = 18%	D = 2%

COc1ccccc1-c1oc2ccccc2c(=O)c1O
  A = -21%	B = nt	C = 1%	D = -11%

CCc1c(C)sc(NC(=O)c2cc(C3CC3)on2)c1C#N
  A = 1%	B = -3.2%	C = -11%	D = -2%

c1ccc(-c2nnc(CN3CCN(c4ccccn4)CC3)o2)cc1
  A = -7%	B = 3.6%	C = -8%[10.9 µM]	D = 13%

Cc1coc2cc3oc(=O)c(CCC(=O)NCc4ccccc4Cl)c(C)c3cc12
  A = 17%	B = 0.5%	C = -2%[10.9 µM]	D = 1%

O=C(Nc1cc(C(=O)N2CCOCC2)ccc1N1CCCC1)c1cccs1
  A = 12%	B = -3.3%	C = -8%	D = 3%

CCOC(=O)c1ccc(NC(=O)C(CC)Sc2nnc3c4ccccc4n(C)c3n2)cc1 (stereo not drawn)
  A = 10%	B = ?	C = -6%[10.9 µM]	D = 5%

CCc1cc(C(=O)NCc2ccc(F)cc2)no1
  A = -4%	B = -1.1%	C = -4%[10.9 µM]	D = -3%

Cc1cc(N2CCCCC2)n2ncc(-c3ccc(Cl)cc3)c2n1
  A = -3%	B = ?	C = -8%	D = -4%

Cc1noc(C)c1-c1nccc(NCc2ccccc2)n1
  A = -5%	B = 2.1%[11.4 µM]	C = -20%	D = 3%

O=C(Nc1ccccc1C(F)(F)F)c1noc2c1CCCCC2
  A = 13µM*	B = 2.7%	C = -9%[10.9 µM]	D = 13µM*

Cc1cc(C)n(-c2nc(C)c(C)c(=O)n2CC(=O)Nc2ccc(Cl)c(Cl)c2)n1
  A = -12%	B = -3.0%	C = -3%[10.9 µM]	D = -5%

Clc1cccc(-c2csc(-c3nc(-c4ccc(Br)s4)cs3)n2)c1
  A = -1%	B = -0.1%	C = 6%[10.9 µM]	D = 0%

CC(C)C(NC(=O)OC(C)(C)C)C(=O)N1CCCC1C(=O)NC(Cc1ccccc1)C(N)=O (stereo not drawn)
  A = -4%	B = -1.5%	C = 5%	D = -4%

Cc1cc(C)c2c(=O)[nH]n(C3CCOC(C)(C)C3)c2n1 (stereo not drawn)
  A = -3%	B = -0.2%	C = -11%	D = 7%

Random excerpt: three entries already listed
Labels used below – A = p53ts 39C tox; B = IkB signaling; C = Imprint erasure; D = p53ts 32C kill
O=C(Nc1ccccc1C(F)(F)F)c1noc2c1CCCCC2
  A = 13µM*	B = 2.7%	C = -9%[10.9 µM]	D = 13µM*

COc1ccccc1-c1oc2ccccc2c(=O)c1O
  A = -21%	B = nt	C = 1%	D = -11%

Cc1noc(C)c1-c1nccc(NCc2ccccc2)n1
  A = -5%	B = 2.1%[11.4 µM]	C = -20%	D = 3%

Carrying on:
Labels used below – A = p53ts 39C tox; B = IkB signaling; C = Imprint erasure; D = p53ts 32C kill
CCc1nnc(NC(=O)c2cccc(S(=O)(=O)N3CCc4ccccc43)c2)s1
  A = -7%	B = 0.0%	C = -4%	D = 2%

Cc1nn(-c2ccccc2)c(C)c1C(=O)OCC(=O)NCc1ccco1
  A = 14%	B = 2.9%	C = -16%	D = -1%

CCOC(=O)c1c(C)c(C(=O)N2CCCCCC2)c(C)n1C
  A = 5%	B = -1.5%	C = -10%	D = 15%

CCCCNc1oc(-c2ccc(COc3ccccc3C)o2)nc1C#N
  A = ?	B = 1.3%	C = -5%[10.9 µM]	D = ?

O=C(CSc1ccc2nnc(-c3cccnc3)n2n1)N1CCc2ccccc21
  A = 12%	B = 0.2%	C = -15%	D = -13%

CCCCNc1nc2c(-c3cccc(Br)c3)nnn2c2ccccc12
  A = 8%	B = ?	C = 6%[10.9 µM]	D = -5%

CCOC(=O)CSc1nc2c(sc3cccc(F)c32)c(=O)n1Cc1ccc(OC)cc1
  A = -16%	B = -0.1%	C = -11%[10.9 µM]	D = -2%

O=c1sc(N2CCN(c3ccccc3F)CC2)nc2ccsc12
  A = -12%	B = -0.4%	C = -21%	D = -6%

CCOC(=O)N1CCC(NC(=O)Cn2nc(Cc3ccncc3)c3ccccc3c2=O)CC1
  A = 10%	B = 0.0%	C = -13%	D = 9%

CCc1nnc(NC(=O)c2nc(SCc3cccc(C)c3)ncc2Cl)s1
  A = 0%	B = 6.6%	C = -9%[10.9 µM]	D = 6%
